# Source: PubChem (Broad Institute)
# BL2 CD40 inh = inhibitors of CD40-induced NF-kB signaling, primary screen, BL2 cells, luciferase reporter, single point | CD40L-induced, 4 h | inhibition, % at 10 µM | 83,000 tested, 0.94% active | AID 1053188, 2014;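 active = mean inhibition of at least 50% with a set share of replicates also reaching that level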;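 also: 0% = neutral control wells and 100% = IKK inhibitor VII at 50 µM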
# * marks the source's active call; other numbers are inactive results; & = joins results of further samples; [ ] = another dose, or the depositor's remark. Only part of the results is shown (hit frequency here may not be typical).
SMILES,BL2 CD40 inh
COCCCNC(=O)C(=O)NCC1CCCN1S(=O)(=O)c1cccs1 (stereo unspecified),15
CC(=O)N1CC2(C1)[C@@H](c1ccc(-c3cccc(C#N)c3)cc1)[C@@H](CO)N2CCC(F)(F)F,16[25 µM]
O=C(C[C@@H]1CC[C@H](NC(=O)c2ccc3c(c2)OCO3)[C@H](CO)O1)NCc1ccc(Oc2ccccc2)cc1,-10[25 µM]
Cc1cc(C)nc(SCc2cnc(C)nc2N)n1,13
Cc1ccc(C)c(Cn2nnc(C(=O)Nc3ccc4c(c3)OCCO4)c2N)c1,-67
CCC(C)[C@H](NC(=O)NCc1ccccc1Cl)C(=O)OC (stereo partly specified),3
CCC(C)NC(=O)CN(C1CCCCC1)S(C)(=O)=O (stereo unspecified),1
Cc1ccc2nc(-c3ccc(O)cc3)c(Nc3ccc4c(c3)OCCO4)n2c1,-16
CCN(CC(=O)Nc1c(F)cccc1F)C(=O)Cc1ccc(S(=O)(=O)N2CCOCC2)s1,-4
CCOc1ccc(N2CC(C(=O)NC3=NCCS3)CC2=O)cc1 (stereo unspecified),5
C[C@H]1CN([C@@H](C)CO)C(=O)CCCn2nncc2CO[C@H]1CN(C)Cc1ccccc1C(=O)O,12[25 µM]
COc1ccccc1CNC(=O)C[C@H]1C[C@H]2c3cc(NC(=O)C4CCC4)ccc3O[C@H]2[C@@H](CO)O1,6[25 µM]
CN(c1ccccc1C(=O)NC1CCCCC1)S(=O)(=O)c1ccccc1,10
Cc1ccc(S(=O)(=O)N2CCCCC2)cc1C(=O)NC1CC(C)(C)NC(C)(C)C1,9
CO[C@@H]1CN(C)C(=O)c2ccc(NC(=O)C3CCCC3)cc2OC[C@H](C)NC[C@@H]1C,-5
CC1CN(S(=O)(=O)c2cccc(C(=O)NNC(=O)C(C)Oc3ccccc3F)c2)CC(C)O1 (stereo unspecified),8
NC(=O)Cn1c(=O)n(-c2ccccc2)c(=O)c2oc3ccccc3c21,7
C[C@H]1CN([C@@H](C)CO)C(=O)c2c(c3ccccc3n2C)-c2ccccc2CO[C@H]1CN(C)C(=O)Nc1cccc(F)c1,4
CCOC(=O)C1(CCOc2ccccc2)CCN(Cc2ccc3c(c2)OCCO3)CC1,19
C[C@@H]1CN([C@@H](C)CO)C(=O)c2c(c3ccccc3n2C)-c2ccccc2CO[C@H]1CN(C)Cc1ccc(C(=O)O)cc1,-7

# (next part)
SMILES,BL2 CD40 inh
COC(=O)CNC(=O)c1cccc(Cl)c1,13
COc1ccc(C(=O)C(C)OC(=O)CNC(=O)c2ccco2)cc1 (stereo unspecified),8
CC(C)NC(=O)N1[C@H](CO)[C@H](c2ccccc2)C12CN(C(=O)Cc1cccnc1)C2,-1[25 µM]
CC(OC(=O)c1cccc(O)c1)C(=O)N(C)Cc1ccccc1 (stereo unspecified),-9
COc1ccc(/C=C(/CC(=O)Nc2ccccc2)c2nc3ccccc3s2)cc1,-59
CC(C)C(NC(=O)c1ccccc1F)C(=O)NCCCn1ccnc1 (stereo unspecified),3
O=C(NCC1CCCCC1)[C@@H]1N[C@@H]2c3ccc(-c4ccccc4F)c(=O)n3C[C@@H]2[C@H]1CO,4[25 µM]
COc1ccc(-c2ccc(C3[C@H]4CNC[C@@H]3N4Cc3cccc(OC)c3)cc2)cc1 (stereo partly specified),2&-3
NC(=O)C1CN(C(=O)c2nn(Cc3ccccc3)c(=O)c3ccccc23)c2ccccc2O1 (stereo unspecified),1
COC(C(=O)Nc1ccc(S(=O)(=O)N2CCCCC2)cc1)c1ccccc1 (stereo unspecified),-2
O=C(Nc1cccnc1)c1cc(-c2ccc3c(c2)OCO3)on1,10&6
O=C(NC1CC1)c1cc(=S)[nH]c2ccccc12,0
CC(=O)N1[C@H](CO)[C@@H](c2ccccc2)C12CN(Cc1ccc(Cl)cc1)C2,2[25 µM]
COc1ccccc1-c1ccc([C@@H]2[C@@H](CO)N(C(=O)C3CC3)[C@H]2C#N)cc1,-3
Cc1ccc(C(=O)NCC(c2cccs2)N(C)C)cc1S(=O)(=O)N1CCOCC1 (stereo unspecified),-31
O=C(C1CCCCC1)N1C[C@@H]2[C@H](c3ccccc31)[C@@H](CO)N2CC1CCOCC1,-15[25 µM]
C[C@H]1CN([C@@H](C)CO)C(=O)CCCn2cc(nn2)CO[C@H]1CN(C)S(=O)(=O)c1ccc2ccccc2c1,5[25 µM]
O=C(NCCN1CCOCC1)c1ccccc1OCc1ccccc1,7
CSc1ccccc1C(=O)N1CCC2(CC1)CC(=O)c1ccccc1O2,14
O=C(O)c1cc(N2CCCCC2)nc2ccccc12,-4

# Next section:
SMILES,BL2 CD40 inh
CCN(CC)c1ccc(/C=N/NC(=O)CNC(=O)c2ccccn2)cc1,-14
Cc1nc2ccc(-c3nc4ccccc4[nH]3)cc2[nH]1,23
CCOC(=O)c1cc2c(ccn2C)n1Cc1ccccc1Cl,6
COc1ccc2c3c(n(C)c2c1)[C@H](CO)N(C(=O)Nc1ccc(F)cc1)CC31CN(C(=O)Cc2ccncc2)C1,12[25 µM]
COc1ccc(CCN2CC(C(=O)NCc3ccccc3)CCC2=O)cc1 (stereo unspecified),4
CN(C)CCCNC(=O)C[C@H]1CC[C@H]2[C@@H](COC[C@@H](O)CN2CC2CCCC2)O1,0
CCOC(=O)C1CCN(C(=O)CCn2c(=O)c3cccn3c3cccnc32)CC1,2
COCCN(C(=O)COC(=O)c1ccccc1Nc1ccccc1)c1c(N)n(Cc2ccccc2)c(=O)[nH]c1=O,11
CCc1ccc(OCC(=O)NCCc2ccc3c(c2)OCCO3)cc1,8
CCCCn1c(N)c(N(CC(C)C)C(=O)c2cccc(-n3cnnn3)c2)c(=O)[nH]c1=O,9
COCCCN(Cc1cc(OC)c(OC)c(OC)c1)C(=S)Nc1cccc(Cl)c1,0
COc1cccc(C(=O)Nc2ccc3c(c2)OC[C@@H](C)N(C(=O)C2CCCC2)C[C@H](C)[C@@H](OC)CN(C)C3=O)c1,-4
O=C(C[C@H]1C=C[C@H](NC(=O)Nc2ccc3c(c2)OCO3)[C@@H](CO)O1)NCCCN1CCOCC1,-5[25 µM]
CCN1C(=O)c2cccc3c(S(=O)(=O)Nc4nc(C)cs4)ccc1c23,-12
O=C(OCC#CCSc1nnc(-c2ccccc2)o1)c1ccco1,-12
CCN(CC(=O)Nc1ccc(NC(C)=O)cc1)C(=O)/C=C/c1ccco1,-17
O=C(c1nn2cccnc2c1Cl)N1CCN(c2ccccc2)CC1,-2
CN(CCC1CCCCO1)C(=O)CCc1nnc(Cc2c[nH]c3ccccc23)o1 (stereo unspecified),13
Cc1ccc(S(=O)(=O)N2[C@@H]3CNC[C@H]2C3c2ccc(-c3cccc(C)c3)cc2)cc1 (stereo partly specified),1&5[25 µM]
O=C(C[C@@H]1CC[C@H]2[C@@H](COC[C@@H](O)CN2CC2CCCC2)O1)NCc1ccc(Cl)cc1,5

# Part of the list above, reformatted:
O=C(OCC#CCSc1nnc(-c2ccccc2)o1)c1ccco1
  BL2 CD40 inh = -12
CCN(CC(=O)Nc1ccc(NC(C)=O)cc1)C(=O)/C=C/c1ccco1
  BL2 CD40 inh = -17
O=C(c1nn2cccnc2c1Cl)N1CCN(c2ccccc2)CC1
  BL2 CD40 inh = -2
CN(CCC1CCCCO1)C(=O)CCc1nnc(Cc2c[nH]c3ccccc23)o1 (stereo unspecified)
  BL2 CD40 inh = 13

# Next records follow:
SMILES,BL2 CD40 inh
CCCNC(=O)N1[C@@H](CO)[C@@H](c2ccccc2)C12CN(C(=O)C1CCCCC1)C2,4[25 µM]
CC1CCCC(C)N1C(=O)COC(=O)CSc1ccc([N+](=O)[O-])cc1 (stereo unspecified),3
CN(C)c1ccc(NC(=O)c2cn(-c3ccccc3)nc2-c2cccs2)cc1,-19
c1ccc(Cc2nnc3sc(C4COc5ccccc5O4)nn23)cc1 (stereo unspecified),-16
CCN(CC)CCOC(=O)c1ccccc1Br,2
Cc1ccccc1-c1cc2nc(Nc3ccc(F)cc3)n(C)c(=O)c2s1,-11
CCNC(=O)C[C@H]1CC[C@H]2[C@@H](COC[C@@H](O)CN2C(=O)C2CCCC2)O1,-11[25 µM]
CN(C(=O)CCNC(=O)Cn1cnc2ccccc2c1=O)c1ccc(F)cc1,11
Cc1ccc(CN(C)C[C@H]2OCc3cnnn3CCCC(=O)N([C@@H](C)CO)C[C@H]2C)cc1,-8
O=C(CN1CCOCC1)Nc1cccc(Br)c1,5
O=C(CCCn1c(=O)[nH]c2cc(Cl)ccc2c1=O)NCCC1=CCCCC1,-2
O=C(COc1cccnc1[N+](=O)[O-])Nc1cc(Cl)ccc1Cl,-45
N#C[C@@H]1[C@H](c2ccc(-c3cccc(F)c3)cc2)[C@@H](CO)N1C(=O)NC1CCCC1,8[25 µM]
CCn1c(NC2CCCCC2)nc2ccccc21,-2
CN(c1ccccc1)S(=O)(=O)c1ccc(NC(=O)COc2ccccc2)cc1,10
O=C(CN(Cc1ccccc1)S(=O)(=O)c1ccc(F)cc1)NCc1ccncc1,-13
COC(=O)c1[nH]c2ccc(C)cc2c1NC(=O)CN1CCN(C(=O)c2ccccc2)CC1,2
CC1(C)CC(C(=O)NCCC(c2ccccc2)c2ccco2)CCO1 (stereo unspecified),0
CNc1cnn(-c2ccc(C)cc2)c(=O)c1Sc1ccc(C)cc1,0
O=S(=O)(NC1CCCCC1)c1ccc(F)c2ccccc12,9

# (cont.)
SMILES,BL2 CD40 inh
Cc1cc2c3nonc3ccc2n1-c1ccccc1,-15
COC(=O)c1[nH]c2cc(OC)ccc2c1N,0
CN(C)C(=O)c1cccc(-c2ccc(C3[C@@H]4CN(S(=O)(=O)c5ccccc5F)C[C@H]3N4)cc2)c1 (stereo partly specified),7&6
O=C(O)CCCC(=O)Nc1ccc(Br)cc1C(=O)O,7
Cc1ccc(-c2nc(N/N=C/c3ccccc3[N+](=O)[O-])c3ccccc3n2)cc1,-61
O=c1c(C=NCc2cccnc2)c(C(F)(F)F)[nH]n1-c1nc2ccccc2s1,11
C[C@@H](NC(=O)C[C@H]1C=C[C@H](NS(=O)(=O)c2cccc(F)c2)[C@@H](CO)O1)c1ccccc1,11[25 µM]
COc1ccc(NC(=O)Nc2ccc(C(C)C)cc2)cc1,-33
CC1CCCN(S(=O)(=O)c2ccc(NC(=O)[C@@H]3CCCN3C(=O)c3cccs3)cc2)C1 (stereo partly specified),2
Cc1ccccc1S(=O)(=O)NC(=O)C1(C)CCN1C(=O)C1(c2ccc(Cl)cc2)CC1 (stereo unspecified),5
Cc1c(C(N)=O)sc(N)c1C(=O)OC(C)C,2
CCN(C(=O)COC(=O)c1ccccc1O)c1nc2ccccc2s1,16
CCCNC(=O)N1CC(=O)N2[C@@H](CO)[C@H](c3ccc(C#Cc4cccc(OC)c4)cc3)[C@@H]2C1,-9[25 µM]
CSCCC(NC(=O)c1ccc([N+](=O)[O-])cc1Cl)C(=O)OC(C)C(=O)NCc1ccco1 (stereo unspecified),5
CCCNC(=O)C1(C)CCCN(C/C=C/c2ccccc2)C1 (stereo unspecified),4
COc1ccc(S(=O)(=O)N2CCN(CCOc3ccccc3Cl)CC2)cc1OC,5
O=C(Cc1n[nH]c(=O)c2ccccc12)Nc1cc(Cl)ccc1-n1cncn1,9
Cc1cc(Cl)cc(Cl)c1OCCOCCN(C)C,7
O=C(CN1C(=O)c2ccc([N+](=O)[O-])cc2C1=O)Nc1ccccc1N1CCCC1,12
O=C(OCC(=O)N(CCc1ccccc1)Cc1ccccc1)c1ccc(F)c(S(=O)(=O)N2CCOCC2)c1,15

# The results go on.
SMILES,BL2 CD40 inh
Oc1cccnc1CN1CCCCC1,3
COCCNC(=O)Cn1c(=O)n(C)c2ccccc21,6
O=C(C[C@H]1CC[C@@H]2[C@H](COC[C@@H](O)CN2Cc2ccc(C(F)(F)F)cc2)O1)N1CCc2ccccc2C1,36[25 µM]
CCCC#Cc1ccc([C@H]2[C@@H](C#N)N(S(=O)(=O)c3cccc(F)c3)[C@@H]2CO)cc1,-21[25 µM]
CN(C(=O)COC(=O)CNC(=O)c1ccc(Cl)cc1Cl)c1ccccc1,-3
O=C(OC1CCCCC1=O)c1ccc(S(=O)(=O)Nc2ccccc2)cc1 (stereo unspecified),19
CC(=O)[C@H]1CCC2C3CC=C4C[C@@H](O)CC[C@]4(C)C3CC[C@@]21C (stereo partly specified),4
CO[C@H]1CN(C)C(=O)c2cc(NC(=O)c3cccc(F)c3)ccc2OC[C@@H](C)N(C)C[C@H]1C,-12[25 µM]
COc1ccc(NC(=O)c2cccc(N3C(=O)NC4CC3(C)Oc3ccccc34)c2)cc1 (stereo unspecified),11
CCC(=O)Nc1ccc2c(c1)C(=O)N(C)C[C@H](OC)[C@H](C)CN(C(=O)Cc1cccnc1)[C@@H](C)CO2,-2[25 µM]
CCOc1ccc(C(=O)NCC(=O)NNC(=O)CN(C)S(=O)(=O)c2ccc(Cl)cc2)cc1OCC,-12
Cc1sc2nc(SCC(=O)Nc3cccc(S(N)(=O)=O)c3)[nH]c(=O)c2c1C,2
C/C=C/c1ccc([C@H]2[C@@H](CNC(C)C)N(C(=O)c3ccccn3)[C@H]2CO)cc1,11[25 µM]

# For reference, three of the compounds above:
SMILES,BL2 CD40 inh
CCOc1ccc(C(=O)NCC(=O)NNC(=O)CN(C)S(=O)(=O)c2ccc(Cl)cc2)cc1OCC,-12
Cc1sc2nc(SCC(=O)Nc3cccc(S(N)(=O)=O)c3)[nH]c(=O)c2c1C,2
C/C=C/c1ccc([C@H]2[C@@H](CNC(C)C)N(C(=O)c3ccccn3)[C@H]2CO)cc1,11[25 µM]
